# aSyn 5UTR inh – MLPCN primary screen, SNCA 5' untranslated region; alpha-synuclein 5'UTR reporter, inhibitor activity; inhibition, % (tested at 7.5 µM); hit rate 0.82% among 300,000; AID 1813; in the data active = inhibition above about 60%;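 note: H4 neuroglioblastoma cells stably carrying SNCA 5'UTR luciferase fusion; 0% = DMSO wells and 100% = positive control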
# KLF5 inh – inhibitors of KLF5 expression | DLD-1 KLF5 promoter-luciferase reporter, luminescence | inhibition, % at 5 µM | hit rate 0.23% among 290,000 | AID 1700;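 active = inhibition above a per-plate limit of that plate's mean compound inhibition plus 3 SD, cut at about 60% in these data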;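 note: 0% = DMSO wells and 100% = LY294002 at 200 µM; higher means less KLF5 promoter-driven luciferase light; inactives centre near -14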
# AI-2 QS modul – Vibrio harveyi AI-2 quorum sensing modulation | activity change, % at 7.5 µM | Vibrio harveyi JMH597 AI-2 luminescence/OD600 ratio, 9 h; active compounds read low; strain lacks LuxN and CqsS sensors; 0 = neutral-control median | AID 2094 | hit rate 0.4% among 300,000; in the data active = activity change below about -75%, passing the limit was not always enough;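 note: luminescence divided by OD600 gain over 9 h not by final OD600 alone; inactives centre near 13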
# GSK3B inh – inhibitors of human GSK3beta kinase. GST-GSK3beta kinase, ADP-Glo luminescence, 60 min; active compounds read low. activity score (negative = inhibition), % at 10 µM. hit rate 0.038% among 300,000. P49841;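 active = more than half of replicate wells score below -50%, meaning over 50% inhibition versus plate controls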;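 note: 0% = median DMSO wells and -100% = median GW8510 positive control wells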
# Target sequence (P49841 whole entry, looked up): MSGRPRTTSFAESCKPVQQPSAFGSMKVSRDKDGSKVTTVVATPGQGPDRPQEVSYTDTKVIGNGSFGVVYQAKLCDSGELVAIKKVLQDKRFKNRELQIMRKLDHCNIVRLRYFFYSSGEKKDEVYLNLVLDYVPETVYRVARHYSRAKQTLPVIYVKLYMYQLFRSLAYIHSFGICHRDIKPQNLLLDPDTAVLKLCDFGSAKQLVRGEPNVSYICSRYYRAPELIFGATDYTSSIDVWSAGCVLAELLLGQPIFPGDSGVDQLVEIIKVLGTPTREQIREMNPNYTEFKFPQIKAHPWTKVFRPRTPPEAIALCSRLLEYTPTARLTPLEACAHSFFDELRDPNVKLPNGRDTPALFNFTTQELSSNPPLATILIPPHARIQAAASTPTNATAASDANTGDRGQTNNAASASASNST
#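 Assay system: GST-fused GSK3beta enzyme, cell-free / Medium: Tris pH 7.5 buffer with MgCl2, DTT, BSA, heparin / Also added: peptide substrate plus 25 µM ATP (final) / Compound: 10 µM single point / Timing: kinase reaction with compound 60 min at room temperature / Detection: ADP-Glo luminescence / Benchmarks: DMSO neutral wells and GW8510 at 20 µM as positive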
# GSK3 alpha inh – human GSK-3 alpha kinase inhibition | P49840 | ADP-Glo luminescence, 60 min | inhibition, % at 10 µM | hit rate 0.1% among 320,000;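 in the data active = inhibition above about 50%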;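 note: GST-tagged GSK-3 alpha with peptide substrate and 25 µM ATP; 0% = DMSO neutral wells and 100% = GW8510 positive control wells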
# Target sequence (P49840 whole entry, looked up): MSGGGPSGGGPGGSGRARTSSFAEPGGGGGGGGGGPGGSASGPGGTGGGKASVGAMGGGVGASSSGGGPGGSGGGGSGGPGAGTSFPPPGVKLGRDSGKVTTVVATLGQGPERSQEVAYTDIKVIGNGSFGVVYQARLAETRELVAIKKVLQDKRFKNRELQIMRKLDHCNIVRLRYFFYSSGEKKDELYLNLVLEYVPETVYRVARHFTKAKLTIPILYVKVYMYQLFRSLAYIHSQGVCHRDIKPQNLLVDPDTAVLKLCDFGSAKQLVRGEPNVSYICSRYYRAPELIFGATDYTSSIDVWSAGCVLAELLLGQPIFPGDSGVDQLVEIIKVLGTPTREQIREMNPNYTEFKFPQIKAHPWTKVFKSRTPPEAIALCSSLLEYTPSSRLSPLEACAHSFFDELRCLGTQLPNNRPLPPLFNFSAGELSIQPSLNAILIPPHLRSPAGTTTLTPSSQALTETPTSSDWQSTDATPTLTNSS
# HSF1 inh – HSF1 inhibition. AID 2098. hit rate 0.77% among 300,000. NIH3T3-HGL HSE-luciferase, MG132-induced, luminescence 8 h; active compounds read low. activity change, negative = inhibition, % at 7.5 µM (by protocol);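 active = more than half of replicate wells show activity change below -50%, luminescence cut by over half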;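 note: luciferase reports HSF-1 transcriptional activity via heat shock element; 0% = median of DMSO wells and -100% = zero luminescence signal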
# HSP90 refold inh – HSP90 refolding inhibition in rabbit reticulocyte lysate | AID 1789 | hit rate 0.91% among 290,000 | luciferase refolding luminescence, 3 h | inhibition, % at 5.6 µM;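 active = inhibition above the screen-wide mean plus 3 SD, computed separately per campaign, cut at about 16% in these data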;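 note: 0% = DMSO wells and 100% = 60 µM geldanamycin wells; inhibitors lower the luminescence because luciferase stays unfolded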
# PolyA inh – yeast polyadenylation inhibition. calls only at 12 µM. hit rate 0.02% among 300,000. S. cerevisiae SKY197-pL101 polyadenylation reporter, beta-gal luminescence; efflux-impaired pdr1/pdr3 knockout yeast; score 100 = 6 SD above DMSO;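 active = lowest replicate activity score at least 50, where 100 means six control SD above control mean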;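 note: yeast exposed to compound for 9 h at 30 °C; higher score means more reporter readthrough which indicates perturbed polyadenylation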
# IEC-6 cytotox – counter-screen for KLF5 inhibitors: cytotoxicity in IEC-6 cells; IEC-6 cytotoxicity, luminescence viability; inhibition, % at 5 µM; hit rate 0.78% among 290,000; in the data active = inhibition above about 22%;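 note: 0% = plate median of test compound wells and 100% = cytotoxic reference compound wells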
# HSF-1 act – increases HSF-1 driven luciferase reporter signal | NIH3T3-HGL HSF-1 luciferase reporter, MG132, 8 h; 100% = twice DMSO control signal | hit rate 1.7% among 300,000 | activation, % at 9 µM;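 active = mean replicate activation of at least 50% with a set share of replicates each reaching 50%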;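 note: 0% = median of the neutral control wells and 100% = twice that signal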
# * hit, by the source's call; i = inactive; nt = not tested or not shown.
SMILES,aSyn 5UTR inh,KLF5 inh,AI-2 QS modul,GSK3B inh,GSK3 alpha inh,HSF1 inh,HSP90 refold inh,PolyA inh,IEC-6 cytotox,HSF-1 act
CC12CCC(C(=O)NCc3ccc(F)cc3)(OC1=O)C2(C)C (centres undefined),10.3,5.2,46.3,-0.5,nt,7.2,-1.4,i,-4.0,-5.7
O=C1C=C(NCc2ccc(Cl)cc2)CC(c2ccco2)C1 (centres undefined),-2.6,0.3,-51.6,10.4,-0.1,23.1,-8.7,i,4.3,39.1
Cc1ccc(S(=O)(=O)N2CCN(C(=O)NCc3ccc(F)cc3)CC2)c(C)c1,27.8,-8.4,6.4,3.5,-2.8,0.1,2.7,i,-3.9,13.4
COCCNC(=O)C(c1ccncc1)N(C(=O)Cn1nnc2ccccc21)c1ccc(OC)cc1 (centres undefined),-9.6,-11.1,-3.0,-0.6,1.0,-1.8,5.0,i,6.5,12.0
O=C(CCC1CCCN(C(=O)c2ccc3c(c2)OCCO3)C1)NCc1ccccc1F (centres undefined),-66.0,-47.8,17.2,2.8,-0.1,11.8,-2.5,i,-1.7,3.6
O=C(OCc1cccc2ccccc12)c1ccc2c(=O)[nH]c(CN3CCOCC3)nc2c1,8.5,8.8,12.0,1.4,nt,-0.9,-0.5,i,-6.2,12.4
COc1ccc(CSc2nc(C)cc(=O)[nH]2)cc1Br,-28.2,-26.7,12.5,1.4,-1.6,9.1,-1.5,i,-0.8,10.1
O=S(=O)(c1ccc(Br)s1)N1CCC(Cc2ccccc2)CC1,-46.4,-37.4,32.7,-4.2,-4.5,-3.9,-5.6,i,-3.1,3.4
Cc1ccc(NC(=O)C2Cc3ccccc3O/C2=N\O)cc1C (centres undefined),-127.4,-104.4,9.3,-0.7,-3.0,-3.1,1.3,i,-4.8,1.2
COc1cc2c(=O)n(Cc3ccco3)c(=O)n(CC(=O)c3cccc(Br)c3)c2cc1OC,-5.3,-21.2,44.5,0.4,1.4,20.0,-2.5,i,-2.3,30.4
Cc1ccc(S(=O)(=O)NC(=O)c2cc(C)n(-c3cc(S(=O)(=O)N4CCOCC4)ccc3N3CCCC3)c2C)cc1,16.8,-5.8,33.9,-2.1,0.8,-7.0,1.7,i,0.6,13.7
CC1CC2(C)CC(C)C1(COC(=O)Nc1ccccc1)CO2 (centres undefined),-14.9,-16.6,24.2,-2.1,0.4,0.4,-4.3,i,-7.5,3.8
C/C(=N\NC(=O)c1nc2ccccn2c1C)c1ccc2c(c1)OCO2,7.5,7.7,5.7,3.0,-5.5,3.0,2.9,i,1.7,11.6
O=C(NCCNC(=O)c1ccc(-c2ccc(Cl)c(Cl)c2)o1)c1cnccn1,1.2,-32.3,8.3,-2.8,-0.1,15.2,-0.1,i,-5.1,14.7
CCN=c1scc(-c2ccco2)n1/N=C/c1ccc(OC)c(O)c1,-228.4,-137.4,9.2,3.8,1.2,3.0,4.2,i,0.7,21.6
O=C(c1ccc2c(c1)OCO2)C1CCCN(Cc2cc(F)ccc2-n2cccn2)C1 (centres undefined),19.1,13.0,29.4,-1.9,1.5,-0.6,3.6,i,3.2,-3.6
COC(=O)COc1ccc(S(=O)(=O)Nc2ccc(C(N)=O)cc2)cc1Cl,-15.2,-14.8,9.3,4.1,-3.3,-7.1,2.3,i,-7.3,3.4
N[C@@H](CO)c1nnc([C@H](CCC(=O)O)NC(=O)C2CCNCC2)o1,3.5,-0.6,22.6,2.5,nt,-37.8,8.3,i,3.6,-52.1
Cc1ccc(-c2noc(CSc3nnc(-c4cccs4)n3C)n2)cc1,-43.9,-13.1,26.6,1.0,-3.1,2.4,-5.3,i,-3.1,11.3
Cc1nc2cc(-c3ccccc3)sc2c(=O)n1N,110.7*,65.0*,33.2,-6.9,11.3,-53.0*,49.1*,i,15.5,-58.2
O=C(Nc1cccnc1)c1ccc2nc(-c3ccccc3)c(-c3ccccc3)nc2c1,-28.5,-32.4,16.5,0.3,4.5,-2.3,2.4,i,-1.4,16.9
Cc1cccc(OCCCCCn2ccnc2)c1,-7.2,-18.6,-19.5,-0.4,0.8,1.4,-1.7,i,4.0,28.7
COc1ccc(C2C(C(C)=O)=C(O)C(=O)N2CCc2c[nH]c3ccccc23)cc1OC (centres undefined),-5.5,-15.1,13.2,-2.3,4.1,-7.8,7.1,i,8.9,8.1
O=C(Nc1ccc(OC(F)(F)F)cc1)c1cnccn1,-195.0,-141.5,-8.5,-1.2,-1.0,10.4,-3.0,i,2.1,23.1
COC(=O)c1ccc(OCC2c3cc(OC)c(OC)cc3CCN2C(=O)c2ccco2)cc1 (centres undefined),12.3,-11.1,25.2,1.0,-1.8,-4.7,0.3,i,-1.7,9.0
CCOc1ccc(N(C(C)C(=O)N2CCCC2)S(C)(=O)=O)cc1 (centres undefined),-2.0,-24.4,21.2,2.7,-0.1,-2.9,-1.6,i,-4.1,2.4
Cc1ccn2cc(-c3cnoc3C)nc2c1,-96.6,-37.6,4.4,3.0,1.8,2.0,5.4,i,7.7,16.4
COc1ccc(CNC(=O)[C@H](C)NC(=O)C2CCN(C(=O)[C@@H](N)Cc3ccccc3)CC2)cc1,-33.2,-32.5,12.0,-0.2,0.0,3.0,-0.6,i,-0.8,2.0
C=CCn1c(O)c(N=NC(=O)OC(C)(C)C)c2ccccc21,9.2,-12.2,15.7,-3.4,-2.3,5.0,-1.7,nt,4.8,-11.4
COCc1[nH]nc2c1C(c1ccsc1)C(C#N)=C(N)O2 (centres undefined),-20.5,-1.7,-6.3,-0.8,nt,-4.3,2.6,i,0.3,-19.3
CCC(C)NC(=O)COCc1cc(-c2ccc3c(c2)OCO3)on1 (centres undefined),-10.2,-42.5,18.8,0.1,-3.4,-0.3,-0.2,i,-8.4,11.8
CN(C(=O)Cn1nnc2ccccc2c1=O)C1CCCCC1,-7.7,-22.7,24.6,0.1,-0.6,0.6,-2.0,i,0.5,-12.0
CCOc1ccccc1Nc1nc(-c2sc(NC(=O)c3cccc(Cl)c3)nc2C)cs1,-47.0,-110.8,6.0,0.6,0.1,15.7,73.1*,i,-0.8,15.0
O=C(CNC(=O)c1cccc(Cl)c1)NCCCSc1ccccc1,4.0,nt,1.2,0.1,-2.4,13.5,nt,i,nt,10.0
COc1ccc(C(=O)CCC(=O)N2CCN(c3ccccc3)CC2)cc1,-19.4,-6.2,-10.9,1.9,nt,12.0,-5.9,i,-2.8,11.1
CCCCC(=O)NC(=S)Nc1cc(C(=O)O)ccc1Cl,1.8,-8.9,24.1,5.1,-2.0,-5.2,4.3,i,-4.0,-3.4
CCc1ccc(C2C(C#N)=C(N)N(N(C)C)C3=C2C(=O)CCC3)s1 (centres undefined),20.1,1.9,23.4,1.3,10.1,9.7,-0.9,i,-0.7,18.9
CCN(CC)S(=O)(=O)c1ccc2c(c1)c(=O)c(C(=O)NCCOC)cn2C,19.7,11.7,13.0,-0.3,-6.5,-10.5,0.0,i,-0.9,17.7
Cc1csc(NC(=O)COc2ccc3c(C)cc(=O)oc3c2)n1,-62.4,-12.9,11.4,5.7,1.8,3.9,1.6,i,0.3,12.1
O=C(Nc1ccccc1N1CCCC1)C1CCN(C(=O)c2ccc(Cl)cc2)CC1,17.8,nt,8.8,-1.1,-2.0,-4.8,nt,i,nt,-6.5
CCN(Cc1nc2ccccc2c(=O)[nH]1)Cc1cc(=O)oc2cc(C)c(C)cc12,-6.7,-16.9,38.7,1.2,1.3,1.5,-0.4,i,2.0,11.8
Cc1cccc(Nc2nc(-c3ccc4c(c3)OCCO4)cs2)c1,-202.7,-71.5,5.6,-1.8,nt,-53.8*,46.7*,i,2.4,-58.4
CCNC(=S)NNC(=O)c1cc(-c2cccc(C)c2)nc2ccccc12,-115.6,-25.3,11.3,-2.8,-3.8,28.0,1.7,i,5.2,37.3
O=S(=O)(NCc1ccccc1)c1ccc(Cl)c(S(=O)(=O)NCc2ccccc2)c1,8.7,-22.1,49.3,3.4,-3.0,-1.3,4.7,i,-8.2,-0.8
Cc1occc1C(=O)NC(C)C(C)(C)C (centres undefined),-0.8,-28.0,11.6,1.8,-2.3,-1.5,-3.5,i,0.0,18.5
COC(=O)c1cc(Cl)c(NC(=O)/C=C/c2ccc(OC)cc2)cc1OC,23.4,-38.6,12.3,3.6,-1.3,21.9,-2.6,i,-5.7,9.5
CCOC(=O)C1CCCN(C(=O)CCc2nnc(-c3ccc(C(C)=O)s3)o2)C1 (centres undefined),-134.4,-123.1,4.8,0.7,-0.7,24.9,-1.3,i,8.3,35.0
Fc1ccc(N2CCN(Cc3cnc(Cl)s3)CC2)cc1,3.6,-20.5,-6.3,-1.9,-0.3,0.0,2.5,i,-5.9,4.4
COc1ccc(/C=N/n2c(C3CCCCC3)n[nH]c2=S)c(OC)c1,2.9,-17.7,17.1,1.6,0.9,-2.6,-2.9,i,-6.7,-7.2
Cc1ccc(C(=O)OCC(=O)NC2CCCCC2)o1,1.6,-17.9,25.0,1.1,1.5,1.6,-3.5,i,-2.9,-1.9
COc1ccc(-n2c(-c3ccc(Cl)cc3)c[nH]c2=S)cc1,-10.2,-49.9,34.3,1.1,0.3,-3.7,1.1,i,-7.7,25.9
O=C(O)Cc1ccc(NC(=O)C(c2ccccc2)c2ccccc2)cc1,7.1,-3.3,8.5,1.9,3.5,3.1,0.8,i,0.7,-0.5
COc1cc(/C=N/NC(=O)CC2(C)OCCO2)cc(Br)c1O,13.1,-6.6,18.4,-1.2,-3.1,0.6,1.1,i,-0.4,4.2
CCC(C)(C)n1nnnc1C(c1cc2cc(C)cc(C)c2[nH]c1=O)N1CCN(Cc2ccc3c(c2)OCO3)CC1 (centres undefined),25.4,-41.9,9.1,1.3,nt,20.7,0.8,i,-2.6,54.3*

# An excerpt; count on the stated rates, not on these rows.
